Screens deposited in PubChem by National Center for Advancing Translational Sciences (NCATS).
EPAC1 antagonist: EPAC1 (human) antagonism | O95398 | EPAC1 GEF assay, Rap1b-BODIPY-GDP exchange fluorescence | Potency, µM (highest dose often 115 µM), without a hit: at the top dose activity change, negative = inhibition, usual class: inhibitors | 360,000 tested, 0.14% active | AID 720709;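 also: potency is read from the fitted curve at half-maximal effect; plate controls were vehicle for no effect and positive control for full effect; nearly all actives have a fitted effect of over 50% in size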
PI5P4K alpha inh: inhibitors of human PI5P4K alpha. P48426. PI5P4Kalpha enzyme, ADP-Glo luminescence, 60 min; stronger effect = lower value. max response, %. 330,000 tested, 1.2% active. AID 652105; active = max response of -50% or lower; inconclusive = between -30% and -50%; inactive = -30% or higher; also: value at the top dose of about 77 µM; % is scaled to controls: 0 for no effect and ±100 for the full control effect
Target sequence (P48426 whole entry, looked up): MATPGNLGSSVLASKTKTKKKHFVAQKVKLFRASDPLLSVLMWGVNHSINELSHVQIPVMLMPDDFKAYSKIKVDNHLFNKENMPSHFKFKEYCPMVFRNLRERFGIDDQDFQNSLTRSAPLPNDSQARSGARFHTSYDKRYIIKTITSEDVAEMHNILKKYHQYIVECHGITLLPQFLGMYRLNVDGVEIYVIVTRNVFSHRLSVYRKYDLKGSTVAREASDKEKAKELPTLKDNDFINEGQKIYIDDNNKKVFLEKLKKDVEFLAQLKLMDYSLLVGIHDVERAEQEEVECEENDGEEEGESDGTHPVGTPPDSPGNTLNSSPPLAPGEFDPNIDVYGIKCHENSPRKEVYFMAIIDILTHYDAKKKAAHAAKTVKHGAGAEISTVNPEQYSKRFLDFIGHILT
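Human PI5P4Kalpha with substrate in 0.038 M HEPES pH 7.4, 0.28 mM EGTA, 0.1% CHAPS, 5% DMSO; reaction started with 5 microM ATP (final), 60 min at room temperature. ADP formed read by ADP-Glo luminescence.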
IL-2 act: activates IL-2 in a cell-based reporter assay; IL-2 activation reporter assay, cell-based qHTS; stimulated with anti-CD3/CD4/CD28 beads; in transgenic mouse T cells; activation, % (series mostly up to about 46 µM); 360,000 tested, 0.065% active; in the data active = activation above about 50%; inconclusive = mostly about 30% to 49%; also: 0% is about no effect
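Unstimulated transgenic mouse T cells, 750 per well, received compound and, after 60 minutes, anti-CD3/anti-CD4 bead plus anti-CD28 stimulation. EGFP and DsRed were quantified after 18 hours.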
PLK1 PBD block: inhibitors of human PLK1 polo-box domain binding; Plk1 PBD binding of FITC phosphopeptide, fluorescence polarization; Potency, µM, for inactives: max response, negative = inhibition, most hits filed as inhibitors; 360,000 tested, 2.8% active; also: potency is read from the fitted curve at half-maximal effect; series mostly up to about 57 µM; % is scaled to controls: 0 for no effect and ±100 for the full control effect; nearly all actives have a fitted effect of over 65% in size
Target sequence (P53350 whole entry, looked up, the tested form may be a part): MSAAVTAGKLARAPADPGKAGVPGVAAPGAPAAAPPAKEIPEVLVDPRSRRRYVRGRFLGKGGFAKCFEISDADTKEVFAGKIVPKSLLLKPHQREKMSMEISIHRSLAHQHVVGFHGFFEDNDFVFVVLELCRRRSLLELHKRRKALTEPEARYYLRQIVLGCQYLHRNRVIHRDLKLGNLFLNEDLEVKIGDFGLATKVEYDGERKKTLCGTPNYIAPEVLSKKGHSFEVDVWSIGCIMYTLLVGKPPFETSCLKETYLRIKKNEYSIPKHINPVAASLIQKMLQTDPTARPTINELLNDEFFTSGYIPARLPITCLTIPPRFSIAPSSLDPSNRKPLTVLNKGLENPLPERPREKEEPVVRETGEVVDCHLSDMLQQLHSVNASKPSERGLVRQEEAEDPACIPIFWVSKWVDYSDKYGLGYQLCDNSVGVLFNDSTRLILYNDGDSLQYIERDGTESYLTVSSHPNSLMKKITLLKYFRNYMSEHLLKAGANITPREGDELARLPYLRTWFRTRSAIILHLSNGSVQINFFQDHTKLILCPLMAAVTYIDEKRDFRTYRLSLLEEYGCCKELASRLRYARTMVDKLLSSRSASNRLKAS
WRN inhibitor: WRN helicase (human) inhibition; Potency, µM (titrated, usually from 114 µM), inactives show at the top dose activity change, negative = inhibition, usual class: inhibitors; AID 651768; WRN helicase unwinding, fluorescent forked duplex, kinetic; Q14191; 360,000 tested, 0.46% active; also: potency is read from the fitted curve at half-maximal effect; % is scaled to controls: 0 for no effect and ±100 for the full control effect; nearly all actives have a fitted effect of over 55% in size
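Kinetic fluorescence helicase assay: unwinding of a quenched forked DNA duplex (100 nM final) with 2 mM ATP final raises red fluorescence (525/598 nm). Compounds sat 15 min at room temperature with 20 nM WRN beforehand.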
FUS suppressor: rescues growth of FUS-expressing yeast | AID 1347120 | Potency, µM (top dose mostly 76.6 µM), without a hit: top-dose growth rescue (activation), most hits filed as activators | S. cerevisiae FUS-expressing, growth rescue, OD600, 24 h | 390,000 tested, 0.24% active;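 also: potency is read from the fitted curve at half-maximal effect; plate controls were DMSO vehicle for no effect and reference control for full effect; nearly all actives have a fitted effect of over 55% in size; some results filed as inactive show a strong effect at the top dose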
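Yeast FUS proteinopathy model; galactose-induced FUS (2%), starting OD 0.005. Cpds in dilution series, 24hr, 30C, 99% humidity. Abs 600 nm growth. Pos ctrl CP55940 (top 92uM final); neg ctrl DMSO.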
EPAC1 agonist: agonists of human EPAC1 | Potency, µM (series often up to 154 µM), for the others: at the highest dose activation, most hits filed as activators | O95398 | EPAC1 agonist qHTS, biochemical assay; response scale: 100% = response to 6.5 mM cAMP | 360,000 tested, 0.073% active | AID 720707; also: potency is read from the fitted curve at half-maximal effect; nearly all actives have a fitted effect of over 60% in size
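Multi-concentration qHTS readout: loss of Rap1B-bound BODIPY-GDP fluorescence driven by 100 nM EPAC1 with excess GDP (50 uM), monitored kinetically at room temperature; agonist response expressed relative to 6.5 mM cAMP.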
Abeta yeast res: A-beta toxicity reversal in yeast. 410,000 tested, 0.063% active. yeast expressing A-beta42, growth rescue, OD600, 48 h; response scale: 0% DMSO, 100% iron-clioquinol control. Potency, µM (top dose mostly 46.1 µM), inactives show at the top dose growth rescue, most hits filed as activators; also: potency is read from the fitted curve at half-maximal effect; nearly all actives have a fitted effect of over 55% in size
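Growth rescue measured by 600 nm absorbance after 48 h yeast culture at 30 C with compound. Values normalized between DMSO and an equimolar ferric chloride plus clioquinol control.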
aSyn rescue: rescues yeast growth from alpha-synuclein toxicity; Yeast expressing alpha-synuclein, growth rescue, BacTiter-Glo, 24 h; Potency, µM (doses to about 46.1 µM), inactives show top-dose growth rescue (activation), most hits filed as activators; 370,000 tested, 0.14% active; also: potency is read from the fitted curve at half-maximal effect; % of control where 0% means no effect; nearly all actives have a fitted effect of over 65% in size
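Rescue of yeast growth: cells expressing toxic alpha-synuclein, induced in galactose at OD600 0.02, incubated with compound 24 h at 30 C. ATP luminescence quantified growth; inhibitors of toxicity appear as activators.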
* hit, by the source's call; ? = inconclusive; / = not tested or not shown; & = joins results of further samples; [ ] = remark or other dose. Unless noted, calls follow the shape of the dose curve; as a rule, active = well fitted curve in the direction sought with a large enough effect; inconclusive = small, poorly fitted or top-dose-only effect, or another doubt; inactive = no such curve, though single readings can be large; an effect the other way counts as inactive or inconclusive.

compound	EPAC1 antagonist	IL-2 act	EPAC1 agonist	FUS suppressor	WRN inhibitor	aSyn rescue	Abeta yeast res	PI5P4K alpha inh	PLK1 PBD block
Cc1nc2ccc3nc(NC(=O)c4ccc5c(c4)OCCO5)sc3c2s1	11%	-1.5	4%	41%	-25%	-10%&-9%	6%	/	-6%&19%
Cc1ccc(S(=O)(=O)Nc2ccccc2F)cc1C(=O)NNC(=O)c1csc(N2CCOCC2)n1	-30%	-6.6	5%	29%	-16%	-1%	-10%	-9	-13%
COc1ccc(N(CC(=O)Nc2ccccc2Cl)S(=O)(=O)c2ccc(C)cc2)cc1OC	-14%	-0.9	2%	?	-19%	-4%	-3%	5	-11%
CCCOc1ccc(OCCNC2CCCC2)cc1	6%	1.4	3%	/	-8%	-11%	3%	11	4%
c1ccc(CCn2c3ccccc3c3nnc(SCc4ccc5nonc5c4)nc32)cc1	17%	-0.8	6%	-9%	5%	11%	-4%	/	-1%
CN(c1ccc(C(=O)NCc2cccs2)cc1)S(=O)(=O)c1ccccc1	4%	1.7	3%	10%	-8%	-1%	15%	-8	4%
C=CCN=C1CC(C)(C)CC(=O)/C1=C(\O)c1ccccc1	2%	-3.8	8%	17%	2%	-5%	12%	/	-7%
COc1ccccc1N1CCN(C(=O)CN(c2ccc(C)c(C)c2)S(C)(=O)=O)CC1	0%	-3.8	-8%	27%	10%	2%	2%	-1	-2%
O=C(CCC1CCCC1)NNC(=O)c1cccc(Cl)c1	16%	-5.0	-2%	14%	-5%	0%	2%	1	-6%
Cc1ccc(C)c(NC(=O)CN(C)C(=O)c2ccccc2Cc2ccccc2)c1	-14%	0.3	?	36%	-11%	4%	14%	2	-7%
O=C(CCSc1ccccc1)Nc1nnc(-c2ccccc2)o1	-5%	0.8	-17%	-2%	-4%	10%	7%	4	-1%
CCCn1nnc(NC(=O)c2cccc(OCC(C)C)c2)n1	10%	-1.7	-7%	13%	4%	-8%	8%	3	-1%
NC(=S)N/N=C1\CC(n2nnnc2-c2ccccc2)C2COC1O2 (stereo unspecified)	9%	1.2	6%	13%	2%	7%	3%	-1	?
Cn1c(COc2ccccc2)nnc1SCC(=O)Nc1ccc(N2CCOCC2)cc1	-11%	0.2	3%	-9%	1%[57.1 µM]	-3%	-20%	0	-2%
COC(=O)c1ccc(C2/C(=C(/O)c3ccc4c(c3)CC(C)O4)C(=O)C(=O)N2Cc2cccnc2)cc1 (stereo unspecified)	-12%	-0.6	13%	-1%	-2%	3%	4%	-1	-12%
Cc1ccc2nc(-c3ccc(Cl)cc3)c(Cc3cccc(Cl)c3)n2c1	-12%	-1.0	4%	30%	-12%	5%	12%	3	4%
Cc1ccc(S(=O)(=O)NCCNC(=O)c2nonc2N)cc1	2%	0.4	4%	/	-9%	1%	6%	2	-5%
O=C(Nc1ccncc1)C1CCCN(S(=O)(=O)c2cccc3cccnc23)C1 (stereo unspecified)	-20%	-4.0	-18%	9%	-3%	0%	-13%	1	-12%
CCCn1cc(S(=O)(=O)c2ccccc2)c(=O)c2cc(F)c(N3CCN(C)CC3)cc21	-18%	-1.9	-12%	9%	2%	-1%	1%	-4	-2%
O=C(NNC(=O)c1nn(-c2ccc(F)cc2)ccc1=O)c1ccc(Cl)cc1	-1%	-3.1	-5%	21%	-11%	2%	-2%	-1	1%
Cc1cc(C)nc(Nc2n[nH]c(C)n2)n1	-12%	-0.7	1%	-8%	2%	6%	-10%	1	-8%
CN(CCc1ccccn1)C1CCCN(S(=O)(=O)c2ccccc2Cl)C1 (stereo unspecified)	-5%	4.6	0%	22%	-2%	-2%	13%	-2	-8%
CC1=NN(C(=O)CSCc2ccccc2)C(O)(c2ccc(F)cc2)C1 (stereo unspecified)	-25%	-0.4	8%	5%	3%	0%	8%	1	-22%
O=C(CN1C(=O)NC2(CCCCCC2)C1=O)c1ccc(Cl)s1	-11%	-2.2	-3%	3%	-10%	3%	1%	?	-7%
C=CCn1c(SCC(=O)N2CCc3ccccc3C2)nc2sc(C)c(C)c2c1=O	0%	-4.4	2%	-4%	-1%	-3%	-25%	7	-6%
O=C(CSc1nnnn1-c1cccc2c1CCCC2)N1CCCCC1	1%	1.0	4%	25%	0%	-1%	-13%	-6	-21%
COC(=O)c1[nH]c2cccc(OC)c2c1NC(=O)CN1CCC(C(N)=O)(N2CCCCC2)CC1	19%	-1.9	5%	20%	-1%	-1%	20%	/	-6%
Cc1cc(C)cc(N(CCC#N)C(=O)COC(=O)C2CCN(S(=O)(=O)c3ccc(C)c(C)c3)CC2)c1	-8%	-0.4	12%	34%	-5%	0%	18%	-2	-2%
COc1ccc(NC(=O)C2(C)CCN2Cc2ccc(OC(F)(F)F)cc2)cc1OC (stereo unspecified)	-15%	0.9	-13%	2%	-2%	7%	-4%	0	3%
Cn1c(=O)c2cc(NC(=S)NC3CC3)ccc2n1Cc1ccccc1	-10%	-0.2	10%	-1%	3%	-3%	-5%	-12	?
Cc1nnc(Sc2c(-c3ccccc3)c3ccc(Cl)cc3[nH]c2=O)s1	-6%	-1.5	6%	15%	-1%[57.1 µM]	4%	-5%	/	-6%
CCn1c(=O)cc(SCC(=O)NCc2ccccn2)c2ccccc21	13%	-2.1	12%	18%	10%	-2%	3%	/	-9%
CCOC(=O)c1c2c(n(-c3ccc(OC)cc3)c1C)C(=O)C(=O)c1ccccc1-2	56µM*	-0.6	8%	/	-18%	-61%[inhibitor]	-30%	-12	?
CCc1ccccc1NC(=O)C1NC(=O)CC1c1ccccc1 (stereo unspecified)	-5%	19	0%	-19%	-5%	-1%	4%	0	1%
N#CCCN(C(=O)COC(=O)CSc1ccc(Cl)cc1)c1ccccc1	-11%	0.8	-11%	18%	-25%	6%	9%	-2	-28%
CCOc1cccc(-c2nnc3sc(COc4ccccc4)nn23)c1	?	-1.2	0%	14%	-11%	1%	2%	/	-23%
CCOC(=O)/C=C/c1cnn(-c2ccccc2)c1	0%	-0.4	-5%	/	7%	0%	0%	-2	1%
COc1ccc(-c2cc(-c3cc(C)ccc3O)[nH]n2)cc1	-13%	-1.3	24%	21%	-7%	-4%	?	12	-9%
COc1ccc(N2CCN(C(=O)c3cccc(N4C(=O)C5CC=CC(C)C5C4=O)c3)CC2)cc1 (stereo unspecified)	-2%	-1.4	6%	?	2%	-2%	-3%	/	-11%
CC(C)C(C(=O)NCc1ccco1)N(CC1CCCO1)C(=O)CNS(=O)(=O)c1ccc(F)cc1 (stereo unspecified)	-12%	0.3	-3%	8%	-1%	-5%	-9%	8	-6%
Cc1ccc(N(CC(=O)N2CCOCC2)S(C)(=O)=O)cc1C	18%	-0.9	7%	1%	3%	3%	23%	-4	-1%
O=C(COC(=O)c1ccc(O)cc1)Nc1ccc2c(c1)OCO2	-11%	-0.7	-2%	-5%	-10%	-12%	10%	-11	2%
COCC1CCCN(C(=O)c2cc(COc3cncc(Cl)c3)on2)C1 (stereo unspecified)	2%	-4.7	-8%	10%	12%	2%	-7%	0	3%
CCCc1nnc(SCC(=O)Nc2ccccc2F)o1	2%	-0.8	-4%	-4%	-1%	-3%	-7%	4	1%
O=c1oc2ccc(NS(=O)(=O)c3cccc4cccnc34)cc2s1	-6%	-0.7	12%	?	-15%	-6%	-6%	-15	?
COC(=O)CNc1cc(S(=O)(=O)N2CCCCC2)ccc1Oc1cccc(C)c1	?	-3.2	24%	14%	-4%	16%	21%	0	-11%
O=C(Nc1cc(C(F)(F)F)ccc1N1CCOCC1)c1ccco1	-6%	-2.8	4%	23%	0%	0%	3%	/	-10%
O=S(=O)(Nc1cc(Sc2cccc3cccnc23)c(O)c2ccccc12)c1ccc(F)cc1	-4%	6.6	18%	15%	22µM*	5%	6%	-19	1.5µM*
O=C1OC(c2ccccc2)(c2ccccc2)c2ccccc21	-3%	-0.5	7%	-4%	-10%	-2%	15%	2	-3%
O=C(Nc1ccc(Br)cc1)C1CCN(C(=O)c2ccc(F)cc2)CC1	-12%	-3.5	-9%	14%	2%	11%	15%	-3	8%
NS(=O)(=O)c1ccc(NC(=O)COC(=O)c2ccc(Cl)nc2)cc1	-12%	-1.8	-4%	-17%	-5%	-3%	-7%	-1	-12%
Oc1cc(O)c2c(c1)O[C@H](c1ccc(O)c(O)c1)[C@@H](O)C2	-18%	-0.6	-24%	-26%	/	-10%&-4%	-17%	-2	-7%
CC(=O)Nc1ccc(-c2ccnc3c2CC(C)(C(=O)Nc2ccc4c(c2)OCO4)O3)cc1 (stereo unspecified)	-5%	0.0	-2%	40%	5%	-9%	-3%	-16	-2%
Cn1cnnc1SCC(=O)c1ccc2c(c1)NC(=O)CO2	6%	0.6	-9%	10%	-3%	-5%	11%	-12	1%
O=C1NC[C@H](CCCCN2C[C@H](Cc3ccc(O)cc3)N(CC3CCCCC3)C(=O)C2=O)N(Cc2ccccc2)C1=O	3%	0.2	13%	20%	3%	0%	-3%	-3	-11%
CN(C)/C=C1\C(=O)Nc2ccccc21	6%	3.9	0%	/	-6%	-1%	-16%	-3	-2%
C/C=C(\C)CN1CCC(n2nccc2NC(=O)c2ccc3c(c2)OCO3)CC1	-11%	-2.7	9%	/	-32%	-6%	0%	2	-8%
